# BRCA1 expr act – BRCA1 expression activation; MCF7-BRCA1-FFLuc reporter, luminescence, 48 h; response scale: scaled: vehicle 0%, 10 µM genistein 100%; Potency, µM (titrated, usually from 46.1 µM), without a hit: at the top dose activation, usual class: activators; hit rate 1.1% among 380,000; AID 624202; further: potency means the concentration at half of the fitted maximal effect; nearly all actives have a fitted effect of over 80% in size; some results filed as inactive show a strong effect at the top dose
#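 First, MCF7-BRCA1-FFLuc cells (2000/well) attach for 2 h; next, compounds are pin-added and incubated 48 h at 37 °C; finally, luciferase reagent is added and luminescence read after 15 min.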
# p53 reactivator – re-activators of mutant p53 | H1299 p53-A138V BP100-luciferase reporter, luminescence, 24 h | Potency, µM (titrated, usually from 92.2 µM), without a hit: top-dose activity change, positive = activation, usual class: activators | hit rate 0.063% among 320,000; further: potency means the concentration at half of the fitted maximal effect; % of control where 0% means no effect; nearly all actives have a fitted effect of over 45% in size
#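 H1299 (p53-null), stable ts p53-A138V + BP100-Luc; 1000 cells/well, Opti-MEM/10% FBS; cpd 4 pt, 1:5; 24 h, 37 deg C, 5% CO2; detection reagent 10 min RT; luminescence.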
# RORgamma inh – blocks mouse ROR gamma transcriptional activity; Drosophila S2 Gal4-RORgamma UAS-luciferase reporter, 20 h; hit rate 5.4% among 310,000; Potency, µM (doses to about 53.6 µM), inactives show at the highest dose activity change, negative = inhibition, hits mostly inhibitors; P51450; further: potency means the concentration at half of the fitted maximal effect; on the % scale 0 is the no-effect control and ±100 the full control effect; nearly all actives have a fitted effect of over 60% in size
#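 Drosophila Schneider cells stably carrying a metallothionein-driven Gal4 DBD–ROR gamma fusion and a UAS-Photinus luciferase reporter were exposed to compound for 1 hr, then induced with copper sulfate (700 uM final) for 20 hr at ambient temperature before luminescence reading.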
# VP16 counter – counter-screen for ROR gamma inhibitors: Gal4-VP16 reporter | Drosophila S2 Gal4-VP16 UAS-luciferase, luminescence, 20 h | Potency, µM (top dose mostly 53.6 µM), without a hit: at the top dose activity, negative = inhibition, hits mostly inhibitors | hit rate 3.5% among 310,000;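 further: Gal4-VP16 expression switched on by copper sulfate through the metallothionein promoter; potency means the concentration at half of the fitted maximal effect; on the % scale 0 is the no-effect control and ±100 the full control effect; nearly all actives have a fitted effect of over 50% in size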
# Menin MLL FP TR – displaces Texas Red mutant MLL peptide from human menin | hit rate 0.23% among 270,000 | Menin + Texas Red MLL mutant peptide, fluorescence polarization | O00255 | Potency, µM (doses to about 61.6 µM), for inactives: top-dose FP activity change, negative = inhibition, hits mostly inhibitors; active means well fitted inhibition curve with a large enough effect in the polarisation, with a control signal flat, not every such curve was filed as active; inconclusive means small, poorly fitted or top-dose-only effect, or effect the other way, or a change in a side signal; inactive means no such curve, though single readings can be large or run the other way; the % refers to the polarisation; further: potency means the concentration at half of the fitted maximal effect; % of control where 0% means no effect; many of its hits are not listed in these tables
# Target sequence (O00255 whole entry, looked up): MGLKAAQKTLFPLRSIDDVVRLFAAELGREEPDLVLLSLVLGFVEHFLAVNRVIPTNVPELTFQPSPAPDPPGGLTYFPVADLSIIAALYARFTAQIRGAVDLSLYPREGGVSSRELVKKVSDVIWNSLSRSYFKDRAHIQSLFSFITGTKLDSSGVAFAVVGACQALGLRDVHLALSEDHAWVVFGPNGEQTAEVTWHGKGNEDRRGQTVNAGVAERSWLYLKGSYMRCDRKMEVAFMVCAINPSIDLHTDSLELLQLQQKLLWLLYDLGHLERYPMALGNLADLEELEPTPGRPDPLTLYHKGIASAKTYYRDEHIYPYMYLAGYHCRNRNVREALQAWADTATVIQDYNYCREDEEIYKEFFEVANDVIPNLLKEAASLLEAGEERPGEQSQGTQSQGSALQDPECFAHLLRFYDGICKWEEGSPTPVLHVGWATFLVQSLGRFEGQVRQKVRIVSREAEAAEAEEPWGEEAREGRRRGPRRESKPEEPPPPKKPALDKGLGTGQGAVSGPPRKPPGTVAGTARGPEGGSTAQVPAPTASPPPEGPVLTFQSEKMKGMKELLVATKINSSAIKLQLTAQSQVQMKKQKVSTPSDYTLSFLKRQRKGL
# NPC1 promoter act – activators of NPC1 promoter; Potency, µM (doses to about 9.22 µM), without a hit: top-dose activation, usual class: activators; hit rate 2.4% among 320,000; AID 485313; Huh7 NPC1 promoter luciferase reporter, 24 h;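 further: potency means the concentration at half of the fitted maximal effect; % of control where 0% means no effect; nearly all actives have a fitted effect of over 60% in size; reporter is driven by a mutant NPC1 promoter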
#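 NPC1 promoter–luciferase Huh7 cells; 24 h compound; luminescence.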
# FLuc modulator – firefly luciferase modulation, counter-screen for miR-21 project | Potency, µM (titrated, usually from 57.5 µM), for the others: top-dose activity change, negative = inhibition, actives largely listed as inhibitors | hit rate 6.9% among 360,000 | purified FLuc, Km substrates, luminescence inhibition | P08659;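 further: potency means the concentration at half of the fitted maximal effect; plate controls were vehicle for no effect and reference inhibitor for full effect; nearly all actives have a fitted effect of over 55% in size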
#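 Purified P. pyralis luciferase, 10 nM final, with Km-level 10 uM D-luciferin and 10 uM ATP in 50 mM Tris acetate pH 7.5, 10 mM Mg acetate, 0.01% Tween-20, 0.05% BSA; 6-point qHTS titration about 60 µM downward; luminescence read.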
# Rab9 prom act – activates the Rab9 promoter; Huh7 Rab9 promoter-luciferase reporter, luminescence, 24 h; Potency, µM (doses to about 9.22 µM), for inactives: top-dose activation, negative = inhibition, usual class: activators; hit rate 2.8% among 320,000; AID 485297; further: potency means the concentration at half of the fitted maximal effect; % of control where 0% means no effect; nearly all actives have a fitted effect of over 60% in size
#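 Rab9 promoter-driven luciferase in stably transfected Huh7 cells; 1500 cells/well rested 2 h, exposed to compound in DMSO for 24 h at 37 °C, 5% CO2. Luminescence read 10 min after adding luciferase reagent at ambient temperature.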
# PKM2 activator – PKM2 (human) enzyme activation. hit rate 0.34% among 260,000. P14618. Potency, µM (highest dose often 57.5 µM), inactives show at the highest dose activation, actives largely listed as activators. AID 1631. purified PKM2, Kinase-Glo ATP luminescence, activation; response scale: 0% is enzyme alone, no compound; further: potency means the concentration at half of the fitted maximal effect; on the % scale 0 is the no-effect control and ±100 the full control effect; nearly all actives have a fitted effect of over 55% in size
# Target sequence (P14618 whole entry, looked up): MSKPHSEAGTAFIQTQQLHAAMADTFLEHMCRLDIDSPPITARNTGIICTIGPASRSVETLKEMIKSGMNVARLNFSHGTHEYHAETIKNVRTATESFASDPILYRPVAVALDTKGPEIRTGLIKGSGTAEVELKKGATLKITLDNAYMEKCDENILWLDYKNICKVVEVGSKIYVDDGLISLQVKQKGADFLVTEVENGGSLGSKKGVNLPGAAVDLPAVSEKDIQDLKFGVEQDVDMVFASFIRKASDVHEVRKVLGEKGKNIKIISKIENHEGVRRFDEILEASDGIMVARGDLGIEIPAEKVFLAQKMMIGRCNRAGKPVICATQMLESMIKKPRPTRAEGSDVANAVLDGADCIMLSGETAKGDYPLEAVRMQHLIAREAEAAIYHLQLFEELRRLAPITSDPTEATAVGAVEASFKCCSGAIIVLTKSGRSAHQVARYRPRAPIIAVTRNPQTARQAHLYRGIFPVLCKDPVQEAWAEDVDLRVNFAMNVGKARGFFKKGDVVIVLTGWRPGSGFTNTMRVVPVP
#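 ATP formation by purified human PK-M2, quantified via coupled luciferase luminescence after 1 h at room temperature with 0.1 mM ADP and 0.5 mM PEP final.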
# ELG1 genotoxic – genotoxicity induction in ELG1-luciferase HEK293T cells. HEK293T ELG1-luciferase reporter, luminescence, 16 h. Potency, µM (series often up to 46 µM), without a hit: at the top dose activity change, positive = activation, usual class: activators. hit rate 1.3% among 330,000. AID 504466; further: potency means the concentration at half of the fitted maximal effect; % of control where 0% means no effect; nearly all actives have a fitted effect of over 60% in size
#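 After overnight (16 hr) compound treatment at 37 °C, ELG1-luciferase HEK293T cells were lysed with ONE-Glo; luminescence quantified 30 min later at room temperature.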
# Giardia killer – Giardia lamblia killing; hit rate 0.15% among 340,000; activity change, % at 7.66 µM, hits read low; Giardia lamblia trophozoite viability; AID 540267; in the data active means activity change below about -80%; inconclusive means between about -30% and that limit;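 further: parasites exposed to compound for two days anaerobically before the ATP read; on the % scale 0 is the no-effect control and ±100 the full control effect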
#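 Trophozoite viability was measured as ATP-dependent luminescence, read 15-30 min after reagent addition. Before that, parasites at 100 cells/well were exposed to compounds for 48 h, anaerobically, at 37 deg C.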
# Numbers without * were called inactive; ? = inconclusive; / = not tested or not shown; & = joins results of further samples; [ ] = dose if it differs, or a comment. Unless noted, the call rests on the fitted dose curve; in most records, active means well fitted curve in the direction sought with a large enough effect; inconclusive means small, poorly fitted or top-dose-only effect, or another doubt; inactive means no such curve, though single readings can be large; an effect the other way counts as inactive or inconclusive. This is a subset. The share of hits here may be higher or lower than overall.
no. | Molecule | BRCA1 expr act | p53 reactivator | RORgamma inh | VP16 counter | Menin MLL FP TR | NPC1 promoter act | FLuc modulator | Rab9 prom act | PKM2 activator | ELG1 genotoxic | Giardia killer
1 | CN(c1ccccc1)S(=O)(=O)c1ccc(C(=O)NCCc2ccc(F)cc2)cc1 | -11% | -5% | 30% | -12% | 22% | 0% | -3% | 6% | -3% | -10% | -13
2 | O=C(Nc1nnc(-c2ccncc2)o1)c1ccccc1F | 2% | 5% | ? | 10µM* | 1% | 1% | -5% | -4% | 4% | -14% | 18
3 | CCc1cc(C(=O)c2ccccc2OC)c(N)s1 | -5% | -1% | 3% | 1% | -21% | -5% | 3% | -3% | -4% | -2% | 17
4 | Cc1ccc2nc(-c3sc4nc(C)cc(C)c4c3N)[nH]c2c1 | -8% | ? | ? | -25% | ? | 21% | 0.34µM* | ? | 16% | ? | -20
5 | O=C(CSc1ncnc2ccccc12)Nc1cccc(S(=O)(=O)N2CCOCC2)c1 | -35% | 5% | -18% | 8% | 21% | -2% | -12% | -2% | -7% | -12% | 5
6 | CN(CC(=O)Nc1ccc(Cl)c(C(F)(F)F)c1)C(=O)CCCNC(=O)c1ccc(Cl)cc1 | 29% | ? | / | / | / | 13% | 19µM* | 5% | / | -2% | 9
7 | Cc1cc(-c2ccc(C)c(S(=O)(=O)NCCc3ccc(S(N)(=O)=O)cc3)c2)on1 | -9% | 10% | -1% | 11% | / | 0% | 1%&0% | 2% | / | -4% | 54[activator]
8 | N=c1sccn1CC(=O)Nc1cccc(Oc2ccccc2)c1 | -36% | 1% | 30% | 4% | -25% | 3% | -2% | 0% | ? | -3% | -1
9 | COc1ccc(/C=C/c2nc(N)nc(-c3ccccc3O)n2)cc1OC | -58% | -11% | ? | ? | ? | -2% | ? | 1% | 8% | -1% | 2
10 | CN(C)N1C(N)=C(C#N)C(c2ccsc2)C2=C1CCCC2=O (configuration not stated) | -14% | -16% | -9% | 3% | 5% | -2% | -3% | 1% | 13% | -1% | -21
11 | O=C(OCC(=O)c1cccs1)c1ccccc1 | 2% | 19% | -3% | -1% | 2% | 21% | 0.95µM* | 11% | -6% | ? | -11
12 | CCOC(=O)C1Cn2c(nc3c(c2=O)C(C)(CC)Cc2ccccc2-3)S1 (configuration not stated) | -51% | -3% | 5% | 5% | 15% | 0% | 0% | -3% | 8% | -8% | 16
13 | CC(Sc1nc(N)cc(N)n1)C(=O)NCCC1=CCCCC1 (configuration not stated) | 3% | 4% | / | / | / | -6% | 1% | 5% | / | 0% | -16
14 | O=C(C1c2ccccc2C(=O)N2CCc3ccccc3C12)N1CCN(Cc2ccccc2)CC1 (configuration not stated) | -1% | 6% | -12% | -4% | -6% | -6% | -1% | 13% | 2% | 2% | 4
15 | Cc1nc(=O)c(-c2ccccc2)c(C)n1CCO | 4% | -6% | -4% | -4% | 11% | -2% | 2% | 0% | -4% | 0% | 10
16 | COc1ccc(NC(=O)CCC(=O)OCc2ccc(C(=O)Oc3ccc(Cl)cc3)cc2)cc1 | 1% | -14% | -6% | -4% | ? | -1% | ? | -3% | 0% | 0% | -5
17 | CCOC(=O)N1CCN(C(=O)CN(c2ccc(Oc3ccccc3)cc2)S(C)(=O)=O)CC1 | -32% | 4% | -10% | 4% | -6% | -1% | 1% | -8% | -1% | -3% | 12
18 | O=C(CNC(=O)/C(=C\c1ccc(F)cc1)NC(=O)c1ccccc1)OCc1ccccc1 | -39% | 2% | ? | -14% | 4% | 1% | 3% | 2% | 5% | 1% | 5
19 | O=C(CSc1nc2c(cnn2-c2ccccc2)c(=O)[nH]1)N1CCCCC1 | -22% | -1% | -1% | -2% | / | -1% | -3% | -12% | 0% | 2% | -5
20 | O=C(CCl)Nc1ccccc1Sc1ccccc1 | -1% | 4% | -58% | -8% | ? | -2% | 0% | 9% | -5% | -6% | 11
21 | CCC(CC)NC(=O)COC(=O)CCC(=O)c1ccc(Cl)cc1 | 34% | 1% | -6% | -1% | -6% | -7% | 0% | 0% | 1% | 5% | 12
22 | Cc1ccc(-c2nnn(CC(=O)Nc3nnc(C(C)C)s3)n2)cc1 | 12% | -1% | 29% | 8% | 0% | -1% | ? | 0% | -2% | 2% | 1
23 | COc1cccc(NC(=S)NCc2ccccc2)c1 | 69% | 0% | 10µM* | 8.9µM* | 0% | 20% | ? | 22% | -2% | 4% | 24
24 | Cn1nc(-c2ccccc2)c(-c2nc(-c3cccc(C(F)(F)F)c3)no2)c1Cl | -35% | 3% | -1% | 7% | 10% | -1% | 0% | -1% | 0% | -3% | 5
25 | O=C(N/N=C/c1ccco1)c1ccncc1 | 7% | 0% | ? | ? | 5% | 1% | -5% | -3% | 8% | 5% | -4

# Rewritten screen by screen: 7 of the compounds above.
[19] O=C(CSc1nc2c(cnn2-c2ccccc2)c(=O)[nH]1)N1CCCCC1
[20] O=C(CCl)Nc1ccccc1Sc1ccccc1
[21] CCC(CC)NC(=O)COC(=O)CCC(=O)c1ccc(Cl)cc1
[22] Cc1ccc(-c2nnn(CC(=O)Nc3nnc(C(C)C)s3)n2)cc1
[23] COc1cccc(NC(=S)NCc2ccccc2)c1
[24] Cn1nc(-c2ccccc2)c(-c2nc(-c3cccc(C(F)(F)F)c3)no2)c1Cl
[25] O=C(N/N=C/c1ccco1)c1ccncc1
Assay by compound,19,20,21,22,23,24,25
BRCA1 expr act,-22%,-1%,34%,12%,69%,-35%,7%
p53 reactivator,-1%,4%,1%,-1%,0%,3%,0%
RORgamma inh,-1%,-58%,-6%,29%,10µM*,-1%,?
VP16 counter,-2%,-8%,-1%,8%,8.9µM*,7%,?
Menin MLL FP TR,/,?,-6%,0%,0%,10%,5%
NPC1 promoter act,-1%,-2%,-7%,-1%,20%,-1%,1%
FLuc modulator,-3%,0%,0%,?,?,0%,-5%
Rab9 prom act,-12%,9%,0%,0%,22%,-1%,-3%
PKM2 activator,0%,-5%,1%,-2%,-2%,0%,8%
ELG1 genotoxic,2%,-6%,5%,2%,4%,-3%,5%
Giardia killer,-5,11,12,1,24,5,-4

# Going on with the list:
no. | Molecule | BRCA1 expr act | p53 reactivator | RORgamma inh | VP16 counter | Menin MLL FP TR | NPC1 promoter act | FLuc modulator | Rab9 prom act | PKM2 activator | ELG1 genotoxic | Giardia killer
26 | Cc1cnc(C(=O)Nc2nnc(C3CC3)s2)cn1 | 7%[1.84 µM] | 12% | 8.9µM* | -24% | 2% | 20% | -16% | 26% | -5% | ? | 13
27 | COc1ccc(OCC(O)CNC(=O)Nc2ccc(C(C)(C)C)cc2)cc1 (configuration not stated) | 2% | 4% | 23% | 2% | / | 0% | -16% | -3% | -6% | -2% | -2
28 | CCc1ccc(NC(=O)C(C)n2nc(C)c([N+](=O)[O-])c2C)cc1 (configuration not stated) | 1% | 1% | 4% | -16% | 12% | -7% | 2% | -1% | -3% | 0% | -4
29 | COc1ccc(-c2nnc3c4ccccc4c(C)nn23)cc1 | -23% | ? | -21% | -4% | -2% | ? | 15µM* | ? | 4% | ? | 4
30 | O=C(C1CCCO1)N1CCN(C(c2ccccc2)c2ccccc2)CC1 (configuration not stated) | 0% | 7% | 13% | 7% | -12% | 0% | 1% | 2% | -7% | 0% | -9
31 | CN(C(=O)CSc1nnc(C(F)(F)F)n1N)C1CCS(=O)(=O)C1 (configuration not stated) | 8% | 3% | -20% | 4% | / | -3% | 0% | -5% | -1% | -1% | -2
32 | CC(OC(=O)C(C)Oc1ccccc1)C(=O)Nc1ccc(S(=O)(=O)N2CCCCC2)cc1 (configuration not stated) | -27% | -4% | / | / | / | -5% | 2% | 1% | / | -4% | -15
33 | CCOC(=O)C1(CCOc2ccccc2)CCN(Cc2cccc(F)c2)CC1 | -7% | / | 42% | -10% | ? | -4% | -2% | -7% | 3% | -6% | 10
34 | N#Cc1c(Nc2cccc(F)c2)sc2c(O)cc(=O)[nH]c12 | -17% | 8% | 23% | -6% | ? | -11% | -13% | 1% | 9% | 0% | ?
35 | CC1(C)Oc2ccc(NC(=O)C3COc4ccccc4O3)cc2O1 (configuration not stated) | ? | ? | 2%[10 µM] | ? | 21% | 1.6µM* | 1.9µM* | 0.5µM* | -1% | ? | 0
36 | Cc1ccccc1OCC(=O)Nc1ccccc1C(=O)NC1CC1 | -3% | 14% | / | / | / | 11% | 4% | -3% | / | -13% | 7
37 | COc1ccc(CCNC(=O)CSc2nnc(CNc3ccc(Cl)cc3)o2)cc1OC | -10% | -12% | 15% | -10% | ? | -1% | 3% | -4% | 0% | -4% | 13
38 | NC(=O)c1nnn(-c2ccccc2)c1N | 32% | 0% | 4% | 8% | 17% | -1% | -1% | 0% | -5% | -1% | -5
39 | CCN(CC(=O)NC(C)C)Cc1nc2c(Br)cc(Br)cc2c(=O)[nH]1 | -17% | -6% | 2.2µM* | 7.1µM* | / | -5% | 1% | -5% | -2% | -7% | -8
